Screening results as filed in PubChem BioAssay.
IEC-6 cytotox: IEC-6 cytotoxicity, counter-screen for KLF5 inhibitors; luminescence viability; inhibition, % at 5 µM; actives 0.78% (n = 290,000); AID 1825; in the data active = inhibition above about 22%;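 note: 0% = plate median of test compound wells and 100% = cytotoxic reference compound wells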
HSF1 inhib: HSF1 inhibition | NIH3T3-HGL HSE-luciferase, MG132-induced, luminescence 8 h; hits give low values | activity change, negative = inhibition, % at 7.5 µM (by protocol) | actives 0.77% (n = 300,000) | AID 2098;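 active = more than half of replicate wells show activity change below -50%, luminescence cut by over half; inconclusive = some wells, but at most half, below -50%; inactive = no replicate well below -50%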;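 note: luciferase reports HSF-1 transcriptional activity via heat shock element; 0% = median of DMSO wells and -100% = zero luminescence signal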
Platelet DG rel: platelet dense granule release activity | AID 1663 | inhibition, %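 (compounds screened at 7.5 µM in platelet-rich plasma)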 | human platelet-rich plasma, SFLLRN dense granule ATP release, luminescence | actives 0.22% (n = 300,000);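 active = mean replicate score, as percent of positive control, at or above 50; inconclusive = mean below 50 but at least one replicate at or above 50; inactive = mean and every replicate below 50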
HIF act: HIF pathway transcriptional activation | U2OS HRE-luciferase reporter, luminescence; normalized: DMSO 0%, desferrioxamine 100% | activation, % at 7.5 µM (by protocol) | actives 0.32% (n = 300,000);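 active = mean activation of at least 10% of the iron chelator positive control signal, with at least half of replicates also reaching 10%; inconclusive = mean and replicate majority disagree about reaching 10%; inactive = mean and most replicates under 10%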
HSP90 inh: inhibitors of HSP90 luciferase refolding in rabbit reticulocyte lysate | luciferase refolding luminescence, 3 h | inhibition, % at 5.6 µM | actives 0.91% (n = 290,000);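 active = inhibition above the screen-wide mean plus 3 SD, computed separately per campaign, cut at about 16% in these data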;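 note: 0% = DMSO wells and 100% = 60 µM geldanamycin wells; inhibitors lower the luminescence because luciferase stays unfolded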
AI-2 QS modul: Vibrio harveyi AI-2 quorum sensing modulation; AID 2094; Vibrio harveyi JMH597 AI-2 luminescence/OD600 ratio, 9 h; hits give low values; strain lacks LuxN and CqsS sensors; 0 = neutral-control median; actives 0.4% (n = 300,000); activity change, % at 7.5 µM; in the data active = activity change below about -75%, passing the limit was not always enough; inconclusive = no clear call, values can overlap the other calls;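 note: luminescence divided by OD600 gain over 9 h not by final OD600 alone; inactives centre near 13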
SKKanGAS inh: SKKanGAS growth inhibition | actives 1.3% (n = 300,000) | inhibition, % at 7.5 µM | S. pyogenes SKKanGAS, kanamycin growth, BacTiter-Glo, 6 h;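 active = mean replicate score, as percent of positive control median, at least 50; inconclusive = mean below 50 but one replicate at or above 50; inactive = mean and every replicate below 50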;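 note: strain carries kanamycin resistance gene driven by streptokinase promoter and grows in 40 µg/ml kanamycin; loss of luminescence reflects streptokinase promoter inhibition or plain growth inhibition; 0% = median of DMSO wells and 100% = positive control at its reference dose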
KLF5 inh: inhibitors of KLF5 expression | DLD-1 KLF5 promoter-luciferase reporter, luminescence | inhibition, % at 5 µM | actives 0.23% (n = 290,000) | AID 1700;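 active = inhibition above a per-plate limit of that plate's mean compound inhibition plus 3 SD, cut at about 60% in these data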;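 note: 0% = DMSO wells and 100% = LY294002 at 200 µM; higher means less KLF5 promoter-driven luciferase light; inactives centre near -14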
aSyn 5UTR inh: 5' untranslated region of α-synuclein, MLPCN primary screen; alpha-synuclein 5'UTR reporter, inhibitor activity; inhibition, % (tested at 7.5 µM); actives 0.82% (n = 300,000); AID 1813; in the data active = inhibition above about 60%; inconclusive = no clear call, values can overlap the other calls;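 note: H4 neuroglioblastoma cells stably carrying SNCA 5'UTR luciferase fusion; 0% = DMSO wells and 100% = positive control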
HSF-1 act: increases HSF-1 driven luciferase reporter signal; NIH3T3-HGL HSF-1 luciferase reporter, MG132, 8 h; 100% = twice DMSO control signal; activation, % at 9 µM; actives 1.7% (n = 300,000); AID 504408;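 active = mean replicate activation of at least 50% with a set share of replicates each reaching 50%; inconclusive = only one of those two conditions met; inactive = mean below 50% and too few replicates reaching it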;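 note: 0% = median of the neutral control wells and 100% = twice that signal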
The depositor's hits bear a star; u = inconclusive; x = no result given. An unsorted share of the library, and some 6% of all compounds hit somewhere here.

molecule	IEC-6 cytotox	HSF1 inhib	Platelet DG rel	HIF act	HSP90 inh	AI-2 QS modul	SKKanGAS inh	KLF5 inh	aSyn 5UTR inh	HSF-1 act
CCN(CC)C(=O)c1cn(-c2cccc(OC)c2)c(=O)c2ccccc12	2	-35	-4	2.5	1	3	2	-13	4	-49
O=C(CSc1nnc(-c2ccncc2)n1-c1ccccc1)Nc1ccc(C(=O)O)cc1	-2	-3	1	0.2	1	36	8	-32	8	6
CN(C)c1ccc(N/C(=N\S(=O)(=O)c2cccs2)c2ccccc2)cc1	-8	-27	1	1.7	9	24	-13	-18	-7	-37
O=C(Nc1cccc(NC(=O)c2ccccc2[N+](=O)[O-])n1)c1ccccc1[N+](=O)[O-]	-1	1	5	0.0	-1	26	18	-27	28	-6
CC(=O)N1CCC(N(CCN2CCOCC2)C(=S)Nc2cc(C)ccc2C)CC1	1	-26	5	-0.3	15	25	3	7	11	-42
N/C(=N\OC(=O)c1ccccc1)c1cccnc1	4	16	-1	1.5	3	12	-1	-72	-128	26
COc1cc(SC)ccc1C(=O)N1CC(C)OC(C)C1 (stereo unspecified)	4	-5	1	-0.5	2	26	2	-20	-6	5
CCCNC(=O)Cc1cc(=O)[nH]c(=O)[nH]1	8	2	12	-0.3	3	23	0	0	0	4
C=CCNC(=O)COc1ccc(Oc2ccccc2)cc1	-8	4	8	1.6	-2	3	-5	-25	-57	1
FC(F)(F)c1ccc(-c2n[nH]c(=S)o2)nc1	1	3	0	0.0	-2	58	1	6	12	-8
CCn1cc(CN2CCCC(C(=O)Nc3cccc(-c4cc5ccccc5[nH]4)c3)C2)c(C)n1 (stereo unspecified)	-3	-1	3	-0.4	-1	17	-5	-11	7	12
Cc1c(C)n2c(SCC(=O)N3CCC(C)CC3)nnc2[nH]c1=O	x	-7	12	-0.3	x	17	-4	x	9	3
O=[N+]([O-])c1cc2c(cc1/C=N\NS(=O)(=O)c1ccccc1)OCO2	-6	6	15	-0.9	0	0	4	-21	17	7
CCc1nnc(NC(=O)c2cc(C)nc3ccccc23)s1	-2	7	1	-0.3	2	15	14	-33	-20	22
CSc1ccc(S(=O)(=O)NCC(=O)OCC(=O)N(C)C2CCCCC2)cc1[N+](=O)[O-]	x	4	-2	0.2	x	30	-1	x	14	-3
CCC(=O)Nc1ccc(C(=O)OCc2ccccc2Cl)cc1	0	61	-2	1.2	-5	3	7	-88	-168	116*
COC(=O)C(=Cc1ccccc1[N+](=O)[O-])C(=O)OC	1	51	2	-0.1	3	1	-2	2	-240	41
NC(N)=NS(=O)(=O)c1ccc(NC(=S)NC(=O)c2sc3ccccc3c2Cl)cc1	2	x	-2	x	-2	7	-5	-25	-7	x
Cc1ccccc1S(=O)(=O)Cc1ccc(C(=O)NCCN2CCN(Cc3ccccc3)CC2)o1	-6	-2	-13	-8.5	-1	19	-12	-44	-8	-2
CC(C)Sc1cc(Cl)nc(NC(=O)Nc2ccccc2)n1	-4	1	-1	-15	2	17	0	-13	-23	0
COc1ccc(N(CC(=O)Nc2ccc(Cl)cc2)S(=O)(=O)c2c(C)n[nH]c2C)cc1	-3	11	-3	-0.6	-2	16	5	-16	9	12
O=S(=O)(c1ccccc1)N1CCC(Oc2ccc(-n3cnnn3)cc2)CC1	-5	-5	-1	-0.5	7	21	-5	-38	-39	-13
CSc1ccc(/C=C(/NC(=O)c2ccco2)C(=O)N2CCCCC2)cc1	-5	2	u	0.2	-3	-1	-2	-22	36	2
Clc1ccc(NC2=NCCCCC2)cc1	-1	-5	7	0.3	-3	0	-3	-28	-5	8
CNC(=O)c1ccc(=O)n(Cc2cccc(C(F)(F)F)c2)c1	2	-3	-1	-0.3	1	7	2	-5	-6	-4
COc1ccc(S(=O)(=O)NCC2CCCN(C(=O)C=C(C)C)C2)cc1 (stereo unspecified)	-3	0	0	-0.9	-8	8	1	-11	2	14
COc1ccc(-c2csc(NC(=O)c3c(OC)cccc3OC)n2)cc1	1	-7	-2	0.6	2	19	0	-19	22	-4
N#C/C(C(=O)N1CCOCC1)=C1\Nc2ccccc2S1	-4	9	-1	0.2	-2	56	-1	-7	-65	18
Cc1ccc(-n2c(=O)c3c(C)c(C)sc3n(Cc3cc(=O)n4ccccc4n3)c2=O)cc1C	1	10	-3	-0.3	-1	6	6	-26	16	39
CC(C)OCCCNS(=O)(=O)c1ccc2c(c1)oc(=O)n2C	4	4	0	-0.5	0	39	1	3	1	-4

4 entries from above, field by field.
Molecule: Clc1ccc(NC2=NCCCCC2)cc1
  IEC-6 cytotox: -1 | HSF1 inhib: -5 | Platelet DG rel: 7 | HIF act: 0.3 | HSP90 inh: -3 | AI-2 QS modul: 0 | SKKanGAS inh: -3 | KLF5 inh: -28 | aSyn 5UTR inh: -5 | HSF-1 act: 8
Molecule: CNC(=O)c1ccc(=O)n(Cc2cccc(C(F)(F)F)c2)c1
  IEC-6 cytotox: 2 | HSF1 inhib: -3 | Platelet DG rel: -1 | HIF act: -0.3 | HSP90 inh: 1 | AI-2 QS modul: 7 | SKKanGAS inh: 2 | KLF5 inh: -5 | aSyn 5UTR inh: -6 | HSF-1 act: -4
Molecule: COc1ccc(S(=O)(=O)NCC2CCCN(C(=O)C=C(C)C)C2)cc1 (stereo unspecified)
  IEC-6 cytotox: -3 | HSF1 inhib: 0 | Platelet DG rel: 0 | HIF act: -0.9 | HSP90 inh: -8 | AI-2 QS modul: 8 | SKKanGAS inh: 1 | KLF5 inh: -11 | aSyn 5UTR inh: 2 | HSF-1 act: 14
Molecule: COc1ccc(-c2csc(NC(=O)c3c(OC)cccc3OC)n2)cc1
  IEC-6 cytotox: 1 | HSF1 inhib: -7 | Platelet DG rel: -2 | HIF act: 0.6 | HSP90 inh: 2 | AI-2 QS modul: 19 | SKKanGAS inh: 0 | KLF5 inh: -19 | aSyn 5UTR inh: 22 | HSF-1 act: -4

Other entries.
molecule	IEC-6 cytotox	HSF1 inhib	Platelet DG rel	HIF act	HSP90 inh	AI-2 QS modul	SKKanGAS inh	KLF5 inh	aSyn 5UTR inh	HSF-1 act
CC(Oc1ccccc1)C(=O)Nc1nnc(S(=O)(=O)N2CCCCC2)s1 (stereo unspecified)	0	-7	-12	-0.7	-4	31	4	-13	3	3
CC(C)(C)CN1CCNC(=O)C1CC(=O)NCCc1cnn(-c2ccccc2)c1 (stereo unspecified)	8	15	11	0.0	5	57	-10	-10	1	40
Cc1cc(C)cc(OCC(=O)NNC(=O)C2CCCO2)c1 (stereo unspecified)	4	-8	-2	0.4	6	13	-1	-15	-17	-18
COCC(=O)Nc1ccc2c(c1)OCO2	-2	-5	-1	-0.7	1	22	14	-30	20	1
Cc1c(NC(=O)CN2CCN(c3cccc(Cl)c3)CC2)c(=O)n(-c2ccccc2)n1C	-3	5	1	-0.2	-2	21	-2	-10	29	18
COc1ccccc1NC(=O)C(C)OC(=O)c1ccc(-n2cnnn2)cc1 (stereo unspecified)	x	-4	0	-0.4	x	3	-2	x	5	-10
CCCN1CCN(C(=O)CCS(=O)(=O)c2cc3c(cc2Cl)NC(=O)CO3)CC1	1	1	-4	0.2	3	-2	-3	-19	18	-7
Fc1ccccc1CSCc1nc2ccccc2[nH]1	-9	19	6	3.1	1	12	-9	-99	-133	24
CC(C)COc1ccc(C(=O)OCC(=O)N(C)CC(=O)Nc2ccc(F)cc2)cc1	x	4	1	1.6	x	-4	-1	x	5	-1
Brc1ccc(Oc2ncc(CN3CCOCC3)s2)cc1	0	8	-5	0.3	-3	0	5	-31	-4	2
O=C(Cc1ccc(F)cc1)N1CCN=C1SCc1cccc([N+](=O)[O-])c1	6	18	-2	-0.1	-1	15	6	-7	-2	26
Cc1ccc(N(C(=O)CNC(=O)c2ccco2)C(C(=O)NC2CCCCC2)c2ccncc2)cc1F (stereo unspecified)	-4	7	25	3.0	-8	4	1	-10	8	12
CCCOc1ccc(-c2nc(-c3ccc([N+](=O)[O-])cc3)cs2)cc1	-2	-7	13	-2.8	0	10	13	-11	-36	16
O=c1c2ccccc2[nH]c(=S)n1C1CCCCC1	0	-9	9	-0.5	-1	-3	10	-7	35	-5
CN(CCC1CCCCO1)C(=O)CCc1nnc(CCc2ccccc2)o1 (stereo unspecified)	-1	0	8	1.8	-2	26	4	-16	-12	27

3 entries out of the list above, arranged by the number in HSF1 inhib, lowest first.
canonical_smiles,HSF1 inhib,Platelet DG rel,HSP90 inh,AI-2 QS modul,KLF5 inh,aSyn 5UTR inh,HSF-1 act
Cc1cc(C)cc(OCC(=O)NNC(=O)C2CCCO2)c1 (stereo unspecified),-8,-2,6,13,-15,-17,-18
CCCN1CCN(C(=O)CCS(=O)(=O)c2cc3c(cc2Cl)NC(=O)CO3)CC1,1,-4,3,-2,-19,18,-7
Fc1ccccc1CSCc1nc2ccccc2[nH]1,19,6,1,12,-99,-133,24

Going on with the list:
molecule	IEC-6 cytotox	HSF1 inhib	Platelet DG rel	HIF act	HSP90 inh	AI-2 QS modul	SKKanGAS inh	KLF5 inh	aSyn 5UTR inh	HSF-1 act
Cc1cc(C)c[n+](-c2nc3ccccc3nc2[N-]S(=O)(=O)c2ccc(Cl)cc2)c1	-6	-2	8	0.1	0	16	4	-11	-11	3
COc1cccc(C(=O)Nc2cccc(-c3ccccc3)c2)c1	-3	11	-11	0.8	-2	8	-6	-23	-35	22
COc1ccc(CC(NC(C)=O)C(=O)N2CCN(C(=O)Nc3cccc(Cl)c3)CC2)cc1OC (stereo unspecified)	-1	-1	-6	-0.7	2	-3	-5	15	-1	3
CCOC(=O)Cn1cnc2c(nnn2-c2cccc(Cl)c2)c1=O	-2	0	-3	-4.5	-3	12	-1	-18	12	-2
COc1cccc(CNS(=O)(=O)c2ccc3c(c2)oc(=O)n3C)c1	1	-3	-1	-0.1	3	12	-11	-26	-1	-14
